GALK inhibitor: inhibitors of human galactokinase; P51570; AID 1868; 270,000 compounds, 0.007% hits; Potency, µM (doses to about 57.5 µM), for inactives: at the highest dose activity change, negative = inhibition, actives largely listed as inhibitors; Purified GALK, Kinase-Glo residual ATP luminescence; further: potency means the concentration at half of the fitted maximal effect; on the % scale 0 is the no-effect control and ±100 the full control effect
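Compounds were pin-transferred into ATP buffer (35 uM final), then GALK plus galactose (5 nM, 100 uM final) was added. After 1 h at room temperature, Kinase-Glo Plus was added and luminescence read after 10 min.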
TRPV1 agonist: activates the human vanilloid receptor TRPV1; 320,000 compounds, 0.19% hits; AID 540275; Q8NER1; activation, % at 8.33 µM; TRPV1-expressing cells, Fluo-8 calcium influx, agonist mode; in the data active means activation above about 80%; inconclusive means between about 30% and that limit; further: 0% is about no effect
Target sequence (Q8NER1 whole entry, looked up): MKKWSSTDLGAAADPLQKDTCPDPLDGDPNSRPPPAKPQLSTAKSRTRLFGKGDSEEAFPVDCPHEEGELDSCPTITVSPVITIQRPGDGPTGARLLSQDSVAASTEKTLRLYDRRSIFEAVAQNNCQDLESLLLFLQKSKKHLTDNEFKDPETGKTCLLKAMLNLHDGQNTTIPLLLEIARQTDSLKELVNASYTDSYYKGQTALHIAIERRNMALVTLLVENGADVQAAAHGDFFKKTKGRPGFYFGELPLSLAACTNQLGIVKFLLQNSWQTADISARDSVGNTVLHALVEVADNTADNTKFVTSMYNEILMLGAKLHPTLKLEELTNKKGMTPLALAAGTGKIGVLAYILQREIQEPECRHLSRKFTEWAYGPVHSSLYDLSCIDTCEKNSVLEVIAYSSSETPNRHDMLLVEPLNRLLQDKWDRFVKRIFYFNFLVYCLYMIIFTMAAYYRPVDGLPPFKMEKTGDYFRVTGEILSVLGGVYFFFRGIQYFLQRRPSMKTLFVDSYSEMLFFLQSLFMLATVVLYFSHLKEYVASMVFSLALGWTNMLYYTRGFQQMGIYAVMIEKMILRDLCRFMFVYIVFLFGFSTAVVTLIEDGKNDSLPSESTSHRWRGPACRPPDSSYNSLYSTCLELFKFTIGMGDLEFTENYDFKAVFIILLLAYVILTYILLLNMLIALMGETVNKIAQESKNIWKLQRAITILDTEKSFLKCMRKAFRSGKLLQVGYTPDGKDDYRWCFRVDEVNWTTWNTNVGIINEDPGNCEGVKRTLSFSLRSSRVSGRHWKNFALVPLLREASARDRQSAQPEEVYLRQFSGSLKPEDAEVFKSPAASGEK
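Fluo-8 calcium influx in TRPV1-expressing cells, kinetic read (ex 480/em 520 nm). Compound added and read 3 min for agonist activity, followed by capsaicin at EC20 final and 2 min further read for enhancement.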
hERG WT inh: blocks the wildtype human KCNH2 potassium channel; activity change, % at 1.84 µM; 340,000 compounds, 0.37% hits; U2OS, BacMam KCNH2, thallium flux FluxOr; stronger effect = lower value; AID 720551; Q12809;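 active means maximum activity change below -70%; inconclusive means maximum activity change between -70% and -50%; inactive means maximum activity change above -50%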; further: on the % scale 0 is the no-effect control and ±100 the full control effect
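U2OS cells transduced with wild-type KCNH2 virus are loaded with FluxOr dye for 45 min, and thallium flux is measured in kinetic reads before and after stimulation buffer. Rate constants are normalized to DMSO controls.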
CXXC DNA block: MLL CXXC-DNA interaction inhibition. MLL-CXXC / FITC-HOXA9 DNA fluorescence polarization. Potency, µM (titrated, usually from 115 µM), for the others: top-dose activity change, negative = inhibition, hits mostly inhibitors. 290,000 compounds, 0.037% hits; active means well fitted inhibition curve with a large enough effect in the polarisation, with a control signal flat, not every such curve was filed as active; inconclusive means small, poorly fitted or top-dose-only effect, or effect the other way, or a change in a side signal; inactive means no such curve, though single readings can be large or run the other way; the % refers to the polarisation; further: potency means the concentration at half of the fitted maximal effect
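Steps: dispense CXXC domain solution (7 uM) → pin compounds or unlabeled HOX-A9 DNA control → 5 min ambient → add FLSN-HOX-A9 solution (50 nM) → spin → 30 min ambient → fluorescence polarization. Tris pH 7.5/NaCl/DTT/BSA buffer.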
MBNL1 CUG block: MBNL1-poly(CUG) RNA binding inhibition; Q9NR56; TR-FRET MBNL1-His/biotin-(CUG)12 binding, 665/545 ratio; Potency, µM (series often up to 57.5 µM), inactives show at the highest dose activity change, negative = inhibition, most hits filed as inhibitors; 280,000 compounds, 0.036% hits; AID 2675; active means well fitted inhibition curve with a large enough effect in the signal ratio, with a control signal flat, not every such curve was filed as active; inconclusive means small, poorly fitted or top-dose-only effect, or effect the other way, or a change in a side signal; inactive means no such curve, though single readings can be large or run the other way; the % refers to the signal ratio; further: potency means the concentration at half of the fitted maximal effect; on the % scale 0 is the no-effect control and ±100 the full control effect
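MBNL1-His + Biotin-(CUG)12, cpd titration 92 nM–58 uM; Tb anti-His Ab 0.055 ng/ul, SA-XL665 5 nM (final); 60 min RT; ratiometric 665/545 nm, Ex 340 nm; normalized to buffer and full-complex controls.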
KCNH2 3.1 block: blocks the human KCNH2 3.1 channel isoform; U2OS KCNH2 3.1, thallium flux FluxOr; stronger effect = lower value; activity change, % (tested at about 1.8 µM); 340,000 compounds, 0.95% hits; AID 720553;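 active means maximum activity change below -70%; inconclusive means maximum activity change from -70% to -50%; inactive means maximum activity change above -50%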;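 further: thallium influx rate constant from kinetic fluorescence after stimulation buffer; on the % scale 0 is the no-effect control and ±100 the full control effect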
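Virally transduced U2OS (3.1 isoform, 4 h infection in dark at RT) → overnight 37 C → FluxOr + Red40 in HBSS/HEPES, 45 min → stimulation buffer, 2 min kinetic read → rate constant vs DMSO controls.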
FBPA coupling cs: counter-screen for Giardia aldolase inhibitors: coupling enzyme system; 290,000 compounds, 0.67% hits; coupling enzyme system counterscreen, AmpLite Red fluorescence; activity change, negative = inhibition, % at 58.2 µM, hits read low; in the data active means activity change below about -30%; further: on the % scale 0 is the no-effect control and ±100 the full control effect
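Final compound at 57.5 uM, incubated 10 min at RT with coupling enzyme reagent (glyceraldehyde-3-phosphate), then 20 min with substrate and AmpLite Red detection. Fluorescence read at 525/598 nm; tests interference with the coupling assay, not aldolase inhibition.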
Integrin act MD: integrin-mediated muscular dystrophy alleviation activation | Potency, µM (top dose mostly 38.3 µM), inactives show at the top dose activation, hits mostly activators | alpha7betagal myoblasts, beta-gal FDG fluorescence, 48 h | AID 624291 | 350,000 compounds, 0.064% hits;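 further: potency means the concentration at half of the fitted maximal effect; 100% = response of the positive control SU9516; nearly all actives have a fitted effect of over 60% in size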
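Alpha7betagal+/- myoblasts (passage 13) were plated 16-24 hr, then exposed to compounds (1:260 dilution of DMSO stock) for 48 hours at 37C. After MPER lysis, β-galactosidase reporter activity was read as FDG fluorescence (ex 480/em 540) after 30 minutes.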
ASM inhibitor: human S-ASM enzyme inhibition; P17405; placental ASM, HMU-PC fluorogenic substrate, 60 min; Potency, µM (series often up to 57.5 µM), without a hit: at the top dose activity change, negative = inhibition, actives largely listed as inhibitors; 340,000 compounds, 0.006% hits; AID 504937; further: potency means the concentration at half of the fitted maximal effect
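HMU-PC0 cleavage (9 uM final) by human placental ASM, 60 min at 37 °C following 10 min compound exposure at RT; stopped at pH 10, fluorescence Ex 386/Em 447 nm.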
AT treatment: potential ataxia-telangiectasia treatment | 320,000 compounds, 0.19% hits | […] A-T fibroblasts, KAP-1 phosphorylation AlphaLISA; neocarzinostatin DNA damage 30 min before lysis | Potency, µM (highest dose often 57.5 µM), without a hit: at the highest dose activation, usual class: activators; further: potency means the concentration at half of the fitted maximal effect; % of control where 0% means no effect; nearly all actives have a fitted effect of over 45% in size
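ATM-like activity read as KAP-1 phosphorylation via AlphaLISA donor/acceptor antibody pairs after lysis and 6 hr at 25C. Cells were ATM-null patient fibroblasts ([…], hTERT), dosed 60 min, then exposed to the DSB inducer NCS for 30 min.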
Numbers without * were called inactive; ? = inconclusive; nt = no result given; & = joins results of further samples; [ ] = remark or other dose. Unless noted, the call rests on the fitted dose curve; in most records, active means well fitted curve in the direction sought with a large enough effect; inconclusive means small, poorly fitted or top-dose-only effect, or another doubt; inactive means no such curve, though single readings can be large; an effect the other way counts as inactive or inconclusive.

SMILES	GALK inhibitor	TRPV1 agonist	hERG WT inh	CXXC DNA block	MBNL1 CUG block	KCNH2 3.1 block	FBPA coupling cs	Integrin act MD	ASM inhibitor	AT treatment
CSc1cccc(NC(=O)C2CCN(C(=O)c3ccccc3C)CC2)c1	3%	8	15	3%	-13%	10	-2	-19%	-3%	9%
Fc1c(F)c(-n2nnc3ccccc32)c(F)c(F)c1Cl	3%	?	-1	-10%	-1%	1	0	0%	9%	13%
CCOC(=O)c1csc(NNC=O)n1	1%	-3	2	8%	-16%	2	1	-26%	2%	8%
O=C(/C=C/c1ccc(N2CCC(c3ccccc3)=N2)cc1)c1ccccc1	0%	23	-74*	?	-3%	nt	-2	-2%	52%[activator]	-1%
CC(=O)Cc1nsc(NC(=O)c2cccs2)n1	-1%	-3	-4	-2%	-4%	18	-3	8%	-1%	0%
COc1ccccc1C(=O)O/N=C(\N)c1ccccc1Cl	1%	0	6	8%	nt	1	-1	-10%	6%	15%
Cc1cc(OCC(=O)NCC(O)c2ccccc2)c2c(C)c(C)c(=O)oc2c1 (stereo not drawn)	-3%	-6	0	0%	21%	29	-1	0%	2%	1%
Cc1cc(C)nc(Nc2ccc(C(=O)O)cc2)n1	4%	-5	-8	19%	-6%	2	1	0%	2%	nt
CCOc1cc2c(cc1OCC)C(C(=O)O)C(c1cc(Br)c(O)c(OC)c1)N(C)C2=O (stereo not drawn)	nt	0	-6	-5%	-2%	-5	4	-1%	-1%	-5%
CCOc1cccc(C(=O)Nc2ccc(N3CCCC3)cc2)c1	0%	?	0	13%	-2%	5	-3	-14%	-3%	-5%
CN1CCN(c2nc(-c3cccs3)nc3ccccc23)CC1	-2%	23	nt	-3%	21%	-23	-4	-52%[inhibitor]	7%	0%
Cc1oc2c(c1C(=O)Nc1cccc3ccccc13)CCCC2	4%	26	-5	7%	3%	1	-3	-47%[inhibitor]	-2%	nt
CCOC(=O)c1cnc(SCC(=O)Nc2sc(C)c(C)c2C#N)nc1N	0%	-3	2	1%	0%	-5	6	-7%	-3%	-3%
Cc1ccc(C)c(NC(=O)C2CC=CCC2C(=O)O)c1 (stereo not drawn)	14%	-1	2	4%	-6%	2	-1	6%	1%	0%
COc1ccccc1N(C(C)=O)c1nc(C)cc(C)c1C#N	-1%	-3	-8	0%	-1%	-2	3	-20%	-6%	-3%
COC(=O)c1cc(CNC(=O)c2ccc(N3CCCC3)c([N+](=O)[O-])c2)ccc1OC	8%	?	-5	?	?	-6	0	9%	-5%	1%
CC(OC(=O)Cn1cc(C(F)(F)F)ccc1=O)C(=O)N(C)c1ccccc1 (stereo not drawn)	nt	nt	7	nt	nt	-8	nt	14%	5%	4%
COC(=O)c1cc(NS(=O)(=O)c2ccc(NCc3cccnc3)c(N)c2)cc(C(=O)OC)c1	1%	-5	-2	-3%	-16%	0	2	14%	17%	2%
Fc1ccc(CN(Cc2ccccc2)C(c2cccs2)c2nnnn2C2CCCCC2)cc1 (stereo not drawn)	-4%	8	-4	5%	-4%	-10	0	-2%	-2%	0%
CCOc1ccc(C(=O)N/N=C/c2cccc3cccnc23)cc1	2%	3	4	9%	?	14	-12	12%	-1%	-5%
CCOC(=O)CSc1ccc2nnc(-c3ccncc3)n2n1	-1%	-1	-11	2%	-7%	7	3	-17%	-1%	-6%
COc1ccccc1-n1cc(-c2ccc(Cl)cc2)[nH]c1=O	0%	-4	11	9%	17%	3	0	19%	-2%	15%
N#C/C(=C(/O)COC(=O)COc1cccc(Br)c1)c1nc2ccccc2[nH]1	6%	2	-3	19%	30%[activator]	-7	-5	-50%	4%	28%
COc1ccc(O[C@H]2C=C[C@@H](c3ccccc3)O[C@@H]2COC(=O)CC/C(C)=N/O[C@H](C)c2cn([C@@H]3COC[C@H]3O)nn2)cc1	nt	15	nt	1%	-8%	nt	-4	nt	nt	6%
COc1ccc(C(=O)c2nccc3ccccc23)cc1	1%	1	13	0%	24%	22	1	1%	0%	10%
CC(C)C(NC(=O)CSc1ccc(Cl)cc1)C(C)C	4%	12	-6	5%	-10%	9	1	-32%	0%	nt
CC(NCC(=O)Nc1cc(S(=O)(=O)N2CCOCC2)ccc1Cl)c1ccc(Cl)cc1Cl (stereo not drawn)	nt	-2	55	nt	nt	-20	nt	-20%	-8%	13%
CN1C(=O)c2oc3ccccc3c(=O)c2C1c1ccncc1 (stereo not drawn)	3%	-1	-17	-1%	6%	-23	2	-11%	25%	20%
COc1ccccc1OCCN(C#N)c1nc(N(C)C)nc(N(C)C)n1	0%	18	1	5%	-3%	-84*	2	19%	0%	4%
Cc1cc(C)n2nc(C(=O)OCC(=O)Nc3cc(Cl)ccc3C)nc2n1	nt	-2	-2	nt	nt	-3	nt	?	5%	-2%
O=c1c2c3c(sc2ncn1Cc1ccc(F)cc1)CCC3	-2%	1	-1	?	-3%	4	0	-13%	-1%	2%
CC1(C)c2ccccc2N2CC(=O)NC21/C=C/c1ccco1 (stereo not drawn)	-1%	-2	-5	-4%	3%	-12	3	-39%[inhibitor]	0%	6%
O=c1[nH]c(CSc2ncn[nH]2)nc2ccccc12	2%	0	-4	-7%	-7%	-17	4	-13%	-1%	7%
Cc1nnc(SCc2cccc(Oc3ccccc3)c2)n1N	3%	0	7	14%	-11%	-6	0	3%	3%	5%
O=c1c2ccccc2nc(COc2ccccc2)n1/N=C/c1ccc(O)c(O)c1	nt	3	-11	-4%	-3%	7	-7	-30%	-18%	-3%
COc1ccc(NC(=O)CSc2nnc(-c3ccncc3)o2)c(OC)c1	nt	-5	1	nt	nt	-13	nt	18%	-4%	3%
COc1ccc(NC(C)=O)cc1NC(=O)CCn1c(=O)sc2ccccc21	-5%	-1	-5	0%	-17%	-2	-2	-16%	0%	nt
COc1cc(C(=O)N[C@H](C(=O)NC2CCCc3ccccc32)C(C)C)cc(OC)c1OC (stereo partly drawn)	nt	nt	-11	nt	nt	1	nt	0%	1%	-2%
Cc1ccc(S(=O)(=O)NCC(=O)OC(C)C(=O)c2ccccc2)cc1 (stereo not drawn)	nt	0	12	nt	nt	5	nt	21%	7%	-3%
COc1ccc(NC(=O)N2CCCC(C(=O)Nc3cccc(C)c3C)C2)cc1 (stereo not drawn)	3%	5	40	-1%	2%	12	0	0%	0%	-1%
O=C(CN(c1cccc(Cl)c1)S(=O)(=O)c1ccc(Cl)cc1)N1CCc2ccccc2C1	nt	10	5	-2%	-6%[11.5 µM]	-3	-4	-8%	7%	4%
CCOCCCNC(=O)N1CCOCC1	-1%	-2	5	-1%	6%	-1	4	?	3%	0%
Cc1onc(-c2c(Cl)cccc2Cl)c1C(=O)NCCCN1CCOCC1	2%	-2	-6	-1%	-1%	-14	4	-5%	2%	nt
COc1ccc(N(CC(=O)NC2CCCC2)C(=O)CCC(=O)Nc2nc(C)cs2)cc1OC	-2%	1	1	0%	-1%	-3	-3	18%	2%	15%
COC(=O)c1c(C)[nH]c(C(=O)N2CCN(c3ccc(OC)cc3)CC2)c1C	13%	0	nt	-3%	4%	nt	1	nt	nt	-4%
Cc1cccc([C@@H]2[C@@H]3C(=O)N(Cc4ccccc4)C(=O)[C@@H]3[C@]3(Cc4ccccc4)C(=O)N(c4cccc(Cl)c4)C(=O)N23)c1	nt	-1	-13	nt	nt	14	nt	17%	2%	-6%
NC(=O)COc1ccc2c3c(c(=O)oc2c1)CCCCC3	0%	0	3	2%	?	-3	5	-14%	-1%	12%
COc1ccccc1C(=O)N/C(=N/c1nc(C)cc(C)n1)Nc1ccccc1	5%	nt	-2	0%	nt	-4	-1	26%	-8%	1%
CC(=O)[C@@]1(O)CC[C@H]2[C@@H]3C[C@H](C)C4=CC(=O)CC[C@]4(C)[C@H]3CC[C@@]21C	4%	19	16	4%	5%	6	1&5	nt	-8%	1%
COCCNC(=O)C/C(C)=N/NC(=O)C(=O)NC1CCCCC1	3%	-5	-3	-5%	-13%	2	0	-4%	5%	-1%
Cn1nc2sc3ccccc3n2c(=O)c1=O	5%	-10	1	1%	10%	-4	-1	-4%	-1%	-9%

Part of the list above, reformatted.
> NC(=O)COc1ccc2c3c(c(=O)oc2c1)CCCCC3
  GALK inhibitor: 0%; TRPV1 agonist: 0; hERG WT inh: 3; CXXC DNA block: 2%; MBNL1 CUG block: ?; KCNH2 3.1 block: -3; FBPA coupling cs: 5; Integrin act MD: -14%; ASM inhibitor: -1%; AT treatment: 12%
> COc1ccccc1C(=O)N/C(=N/c1nc(C)cc(C)n1)Nc1ccccc1
  GALK inhibitor: 5%; TRPV1 agonist: nt; hERG WT inh: -2; CXXC DNA block: 0%; MBNL1 CUG block: nt; KCNH2 3.1 block: -4; FBPA coupling cs: -1; Integrin act MD: 26%; ASM inhibitor: -8%; AT treatment: 1%
